Mm-Cpn inhibitor = inhibitors of Methanococcus maripaludis chaperonin (MmCpn) | actives 0.031% (n = 330,000) | Potency, µM (series often up to 76.9 µM), without a hit: at the highest dose activity, negative = inhibition, actives largely listed as inhibitors | purified Mm-Cpn ATPase, ADP Transcreener TR-FRET; also: potency is read from the fitted curve at half-maximal effect; % is scaled to controls: 0 for no effect and ±100 for the full control effect; nearly all actives have a fitted effect of over 80% in size
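ATPase turnover read by TR-FRET ADP competition (Eu cryptate antibody/ADP-d2, 665/590 nm): 10uM ATP final, 25nM Mm-CPN final, 30 min 37degC after 10-min compound preincubation, pH 7.4 Tris/KCl/MgCl2/DTT buffer.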
Nrf2 block = blocks Nrf2 signaling; actives 2.1% (n = 360,000); A549 ARE-Fluc reporter, luciferase luminescence, 18-24 h; Potency, µM (titrated, usually from 46 µM), without a hit: at the top dose activity change, negative = inhibition, usual class: inhibitors; also: potency is read from the fitted curve at half-maximal effect; % is scaled to controls: 0 for no effect and ±100 for the full control effect; nearly all actives have a fitted effect of over 60% in size
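In this cell-based qHTS, ARE-driven firefly luciferase in A549 cells reports Nrf2 activity; the luminescent signal after BugLite lysis is the measured value, with a prior CellTiter-Fluor read for cell health.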
Akt phos inh = blocks phosphorylation of Akt; activity change, % for hits at 50 µM; Neuro2A IGF-stimulated pAkt S473 HTRF, 20 min; hits give low values; actives 0.32% (n = 360,000); AID 651550; in the data active = activity change below about -80%; inconclusive = mostly about -51% to -80%; also: % is scaled to controls: 0 for no effect and ±100 for the full control effect
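Neuro2A cells (4,500/well, DMEM with 0.5% FBS) were treated with compound at a single 50 µM final concentration, stimulated with 6 nM IGF for 20 min at 37 °C, and lysed. Phospho-Akt Ser473 was read by HTRF as 665/615 ratio ×10^4.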
CCT modulator = modulators of cytosolic chaperonin (CCT/TRiC) activity | purified chaperonin ATPase assay, HTRF ADP detection, 30 min | activity change, % (test concentration not listed), hits read low | actives 0.3% (n = 360,000) | AID 651819; in the data active = activity change below about -30%; also: % is scaled to controls: 0 for no effect and ±100 for the full control effect
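TRiC at 40 or 20 nM final (batch-dependent) in 30 mM Tris pH 7.4, 100 mM KCl, 5 mM MgCl2, 1 mM DTT, with compound at single 76 uM and 10 uM ATP, 30 min at 37 deg C. ADP detected by HTRF Transcreener, 665/615 ratio.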
TGFb SMAD3 inh = TGF-b pathway inhibition. HepG2 CAGA-GFP TGF-b/SMAD3 reporter, GFP fluorescence, 18 h; TGF-beta stimulated, 500 pg/mL final. Potency, µM (top dose mostly 46.1 µM), for inactives: at the top dose activity, negative = inhibition, hits mostly inhibitors. actives 1.2% (n = 410,000). AID 588855; also: potency is read from the fitted curve at half-maximal effect; % is scaled to controls: 0 for no effect and ±100 for the full control effect; nearly all actives have a fitted effect of over 65% in size
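Smad-responsive CAGA-GFP expression was quantified in HEPG2 cells exposed to compounds and 500 pg/mL final TGF-beta for 18 h at 37 degrees C; unstimulated wells defined full inhibition.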
EPAC2 antagonist = antagonists of human EPAC2; AID 720708; Potency, µM (titrated, usually from 114 µM), inactives show at the highest dose activity, negative = inhibition, hits mostly inhibitors; actives 0.18% (n = 360,000); EPAC2 GEF exchange of Rap1B-BODIPY-GDP, fluorescence; also: potency is read from the fitted curve at half-maximal effect; % is scaled to controls: 0 for no effect and ±100 for the full control effect; nearly all actives have a fitted effect of over 45% in size; many of its hits are not listed in these tables
Target sequence (Q8WZA2 whole entry, looked up): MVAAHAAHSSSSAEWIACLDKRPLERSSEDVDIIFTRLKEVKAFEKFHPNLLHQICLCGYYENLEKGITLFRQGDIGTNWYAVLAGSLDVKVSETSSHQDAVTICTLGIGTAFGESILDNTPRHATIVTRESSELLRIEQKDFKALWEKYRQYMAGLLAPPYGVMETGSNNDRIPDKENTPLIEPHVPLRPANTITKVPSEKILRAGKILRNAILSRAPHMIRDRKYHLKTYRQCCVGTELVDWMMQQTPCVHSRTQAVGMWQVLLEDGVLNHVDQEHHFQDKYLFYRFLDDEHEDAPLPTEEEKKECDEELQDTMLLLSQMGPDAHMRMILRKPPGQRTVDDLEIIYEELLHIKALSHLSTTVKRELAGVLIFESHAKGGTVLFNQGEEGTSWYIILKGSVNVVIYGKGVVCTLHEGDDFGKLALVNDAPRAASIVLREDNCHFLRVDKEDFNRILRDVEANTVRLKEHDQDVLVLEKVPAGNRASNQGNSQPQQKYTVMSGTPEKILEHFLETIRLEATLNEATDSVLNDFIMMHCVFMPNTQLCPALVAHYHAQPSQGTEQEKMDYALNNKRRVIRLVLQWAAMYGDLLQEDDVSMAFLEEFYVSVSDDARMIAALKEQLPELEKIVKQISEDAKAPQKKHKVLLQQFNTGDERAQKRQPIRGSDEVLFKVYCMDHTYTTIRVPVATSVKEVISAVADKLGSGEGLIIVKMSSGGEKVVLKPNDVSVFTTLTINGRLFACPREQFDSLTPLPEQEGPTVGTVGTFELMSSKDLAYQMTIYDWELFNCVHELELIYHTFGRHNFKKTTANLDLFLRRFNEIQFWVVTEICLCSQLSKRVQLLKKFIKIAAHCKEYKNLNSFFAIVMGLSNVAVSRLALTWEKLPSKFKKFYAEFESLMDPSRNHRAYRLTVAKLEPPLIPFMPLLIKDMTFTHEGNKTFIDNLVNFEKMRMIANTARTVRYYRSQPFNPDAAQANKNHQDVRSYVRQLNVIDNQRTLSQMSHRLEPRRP
Nrf2 ARE act = Nrf2 pathway activation. AREc32 ARE-luciferase reporter (MCF7-derived line), luminescence, 24 h. Potency, µM (doses to about 46.1 µM), for the others: at the highest dose activation, hits mostly activators. actives 0.31% (n = 410,000). AID 624171; also: potency is read from the fitted curve at half-maximal effect; % of control where 0% means no effect; nearly all actives have a fitted effect of over 65% in size
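Cells of the AREc32 ARE-luciferase line are plated in OPTI-MEM containing 5% FBS and left overnight at 37 deg C. Compounds are pinned in, incubation continues 24 hr, and firefly luciferase signal is then measured.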
A549 viability = kills or reduces viability of A549 cells in Nrf2 counter-screen | A549 ARE-Fluc cells, CellTiter-Fluor viability, 18-24 h | Potency, µM (series often up to 46 µM), inactives show top-dose activity change, negative = cytotoxicity, usual class: inhibitors | actives 0.16% (n = 390,000) | AID 504648; also: potency is read from the fitted curve at half-maximal effect; % is scaled to controls: 0 for no effect and ±100 for the full control effect
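Cytotoxicity counterscreen: CellTiter-Fluor fluorescence was measured in A549 ARE_Fluc cells after 18-24 h of compound exposure in a concentration series. The subsequent BugLite luminescent read reports ARE-luciferase activity.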
EPAC2 ag = EPAC2 (human) agonism; EPAC2 activation, biochemical qHTS; response scale: 100% = 6.5 mM cAMP response; Potency, µM (titrated, usually from 154 µM), without a hit: top-dose activation, usual class: activators; actives 0.079% (n = 360,000); AID 720711; also: potency is read from the fitted curve at half-maximal effect; nearly all actives have a fitted effect of over 50% in size
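In this primary screen, activation is scored as increased exchange of BODIPY-GDP from Rap1B by 100 nM EPAC2, with 50 uM GDP as competitor. Signal is normalized to the 6.5 mM cAMP agonist control.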
* marks the source's active call; other numbers are inactive results; i = inactive; ? = inconclusive; / = no result given; & = joins results of further samples; [ ] = another dose, or the depositor's remark. Unless noted, calls follow the shape of the dose curve; as a rule, active = well fitted curve in the direction sought with a large enough effect; inconclusive = small, poorly fitted or top-dose-only effect, or another doubt; inactive = no such curve, though single readings can be large; an effect the other way counts as inactive or inconclusive. An excerpt; the hit share may differ from the screen's.

SMILES	Mm-Cpn inhibitor	Nrf2 block	Akt phos inh	CCT modulator	TGFb SMAD3 inh	EPAC2 antagonist	Nrf2 ARE act	A549 viability	EPAC2 ag
COC(=O)C[C@H]1c2cc(C(F)(F)F)ccc2S(=O)(=O)N1Cc1ccccc1	/	?	i	-0.7	0%&-7%	39%[activator]	0.1%	1%	-3%
CCN1CCN(c2nc(SC)nc3sc4c(c23)CC(C)(C)OC4)CC1	-1%	12%	i	-3.3	10%	0%	3.4%	-1%	9%
CC(=O)OCC1CCCC2=C(C)C(=O)CCC21COC(C)=O (centres undefined)	-2%	0%	i	-3.3	-4%	15%	-0.7%	-2%	6%
COc1ccc(-c2noc(N3CCN(c4cccc(Cl)c4)CC3)n2)cc1OC	/	23µM*	/	/	-17%	/	0.2%	-5%	/
Cc1cccc2cc(C3CC(c4ccco4)=NN3S(=O)(=O)c3ccccc3)c(Cl)nc12 (centres undefined)	-1%	-15%	i	-2.2	2%	9%	-0.6%	-4%	2%
CCOc1ccc(N2CC(O)(c3ccc(F)cc3)[N+]3=C2CCCC3)cc1 (centres undefined)	1%	-2%	i	-29	20%	0%	-0.4%	-5%	-1%
Cc1ccc2c(c1)N(CC(=O)NCC(C)c1ccccc1)C(=O)c1cccnc1O2 (centres undefined)	-1%	-4%	i	1.0	0%	-7%	-1.0%	2%	8%
C/C(CCc1ccccc1)=N\NC(=O)CC(=O)NCCc1ccccc1	0%	8%	i	0.2	-1%	3%	-0.6%	1%	3%
CCOC(=O)C(Cc1ccccc1)(NC(C)=O)C(=O)OCC	-3%	?	i	0.7	-12%	-2%	0.4%	0%	5%
Cc1nnc(NC(=O)c2ccc(S(=O)(=O)N3CCOCC3)cc2)s1	-8%	-12%	i	2.3	-11%	-1%	-0.2%	-2%	-3%
CCNC(=O)C/C(C)=N/NC(=O)C12CC3CC(CC(C3)C1)C2	-2%	4%	i	-0.6	2%	-4%	0.3%	-2%	-5%
CCc1ccc(Oc2coc3cc(O)ccc3c2=O)cc1	-2%	7.3µM*	i	-0.6	-8%	0%	-0.1%	3%	12%
CCOc1ccc(Cl)cc1CNc1nnnn1C	4%	6%	i	0.4	0%	0%[57.1 µM]	-0.7%	?	7%
Cc1ccc(S(=O)(=O)N2CCOCC2)cc1C(=O)Nc1ccc(S(=O)(=O)Nc2nccs2)cc1	2%	6%	i	-1.5	0%	-7%	-2.5%	6%	12%
CN1CCCc2cc(C=O)ccc21	1%	-8%	i	-2.8	12%	3%	0.4%	-9%	-6%
Cc1ccc(C(=O)NCCN(C)C)cc1C	0%	0%	-107%*	-0.4	-2%	7%	-0.4%	0%	-2%
COc1cccc2c1OCC(CN1CCN(C3CCCCC3)C(CCO)C1)=C2 (centres undefined)	-1%	4%	i	-2.5	2%	0%	-0.9%	-2%	0%
CCOC(=O)/C=c1\s/c(=C\c2ccccc2OC)c(=O)n1CC(=O)N1CCOCC1	0%	-10%	i	-5.6	11%	-5%	-0.6%	-21%	-4%
CCCCCCCCC(c1nc2cc(C)c(C)cc2[nH]1)n1c(=O)c(-c2ccccc2Br)nc2ccccc21 (centres undefined)	/	/	i	2.5	0%	2%	-0.2%	/	-5%
CCOC(=O)c1c(C)oc2ncnc(N3CCN(c4cccc(Cl)c4)CC3)c12	/	?	/	/	11µM*	/	-0.1%	-17%	/
Cn1cccc1C(=O)OCC(=O)c1c[nH]c2ccccc12	0%	?	i	-0.1	-22%	-8%	4.3%	0%	3%
Cc1nn(Cc2ccccc2)c(Cl)c1C(=O)NC(C)(C)C	0%	8%	i	-0.8	-4%	-7%	-0.2%	5%	7%
O=C(NCCN=C1NS(=O)(=O)c2ccccc21)c1ccc(S(=O)(=O)N2CCOCC2)cc1	10%	/	i	2.0	0%	-1%	-0.1%	2%	7%
O=C(CSc1nnc2ccc(-c3ccccn3)nn12)N1CCCC1	/	11%	i	-1.3	?	-1%	-0.9%	2%	-2%
O=C(COc1ccccc1Cl)N(Cc1cccc(F)c1)C1CCS(=O)(=O)C1 (centres undefined)	/	-2%	/	/	?	/	0.6%	-5%	/
COc1ccc(C)cc1Nc1nc(-c2c(C)[nH]c3ccccc23)cs1	-4%	4%	i	2.1	-11%	0%[57.1 µM]	2.6%	-1%	10%
Cc1cccc(-n2c(CCN3C(=O)c4ccccc4C3=O)nc3ccccc3c2=O)n1	-12%	24%	i	-1.7	-23%	-5%	4.9%	2%	-6%
Cc1cccc(C)c1NC(=O)c1ccc2c(c1)nnn2C1CCCC1	/	?	/	/	0%	/	0.6%	-6%	/
COc1ccc(CNC(=O)CSc2nc3ccc(C)cc3[nH]2)cc1	0%	-9%	i	2.0	-1%	-15%	3.3%	1%	5%
CC(C)(C)c1ccc(C(CC(=O)O)NS(=O)(=O)Cc2ccccc2)cc1 (centres undefined)	0%	-7%	i	-0.8	-8%	-4%	-0.5%	-3%	3%
CCC(=O)Nc1cccc(NC(=O)c2ccc3c(c2)OCO3)c1	-2%	?	i	-0.6	?	9%	2.2%	-5%	3%
Nc1c(N2CCCCC2)c(=O)[nH]c(=O)n1-c1ccccc1	-3%	14%	i	0.6	4%	12%	-0.6%	0%	-8%
Cc1ccccc1-n1nnnc1SCC(=O)c1c(N)n(C2CC2)c(=O)[nH]c1=O	-2%	15%	i	-1.0	-8%	0%	-0.9%	-7%	3%
CCN1CCN(C(=O)CN(C)S(=O)(=O)c2ccc(OC)cc2)CC1	-1%	6%	i	-2.5	-1%	-2%	0.3%	0%	-11%
CCc1ccc(NC(=O)Cn2nnc(-c3ccc(C)cc3-n3cnnn3)n2)cc1	1%	-24%	i	2.2	?	-13%	0.4%	-5%	0%
CCn1nc(C(=O)NNS(=O)(=O)c2cc(/C=C/C(=O)O)cc(OC)c2OC)c2ccccc2c1=O	0%	17%	i	-3.6	13%	7%	0.5%	-1%	7%
COc1cccc(C(NC(C)=O)c2nc(-c3cccc(C(C)C)c3)cs2)c1 (centres undefined)	/	/	i	-1.1	18%	-26%	-0.8%[9.22 µM]	/	16%
CC(C)NC(=O)NNC(=O)c1cc(COc2cc(Cl)cc(Cl)c2)on1	-1%	-13%	i	-4.0	-11%	3%	-0.3%	4%	-1%
Clc1ccc(C=Cc2ccccn2)c(Cl)c1	/	?	i	-1.1	0%	?	?	1%	14%
Cc1ccc(NS(=O)(=O)c2c(C)nc3sccn3c2=O)cc1	1%	?	i	-0.6	-7%	-15%	1.1%	4%	-7%

Some of these compounds in order of heavy-atom count, high to low.
SMILES	Mm-Cpn inhibitor	Nrf2 block	Akt phos inh	CCT modulator	TGFb SMAD3 inh	EPAC2 antagonist	Nrf2 ARE act	A549 viability	EPAC2 ag
CCn1nc(C(=O)NNS(=O)(=O)c2cc(/C=C/C(=O)O)cc(OC)c2OC)c2ccccc2c1=O	0%	17%	i	-3.6	13%	7%	0.5%	-1%	7%
Cc1ccccc1-n1nnnc1SCC(=O)c1c(N)n(C2CC2)c(=O)[nH]c1=O	-2%	15%	i	-1.0	-8%	0%	-0.9%	-7%	3%
CCN1CCN(C(=O)CN(C)S(=O)(=O)c2ccc(OC)cc2)CC1	-1%	6%	i	-2.5	-1%	-2%	0.3%	0%	-11%
Cc1ccc(NS(=O)(=O)c2c(C)nc3sccn3c2=O)cc1	1%	?	i	-0.6	-7%	-15%	1.1%	4%	-7%

Next part.
SMILES	Mm-Cpn inhibitor	Nrf2 block	Akt phos inh	CCT modulator	TGFb SMAD3 inh	EPAC2 antagonist	Nrf2 ARE act	A549 viability	EPAC2 ag
Clc1cccc(Cl)c1CNc1ccc(N2CCCC2)cc1	-4%	?	i	0.9	-22%	0%	2.6%	-1%	-3%
COc1ccc(/C=N/N=C2/NC(=O)C(CC(=O)O)S2)cc1OCc1ccc(Cl)cc1Cl (centres undefined)	-1%	-6%	i	0.2	-6%	-4%	-0.8%	1%	0%
O=C(O)C1CCCCC1C(=O)NCc1ccc2c(c1)OCO2 (centres undefined)	1%	-1%	i	-3.1	-4%	0%	0.2%	-7%	6%
Cc1ccc(NC(=O)CCS(=O)(=O)c2cccc3nonc23)cc1Cl	0%	0%	i	0.4	-6%&1%	-3%	0.5%&1.4%	1%&5%	-5%
O=[N+]([O-])c1ccc(Cl)c(CN2CCCCCC2)c1	0%	2%	i	-1.0	1%	0%	0.0%	8%	12%
COc1ccc(N/C=C\C(=O)c2ccc3c(c2)OCO3)cc1OC	0%	5%	i	-0.6	-21%	9%	0.0%	-6%	4%
CCN(c1cc(C)cc(C)c1)S(=O)(=O)c1nnc(NC(=O)c2ccco2)s1	-2%	?	i	-0.4	-13%&0%	-20%	0.0%&-0.1%	-3%&-12%	-11%
C/C=C(/C)C(=O)O[C@@H]([C@H](O)c1cc2ccc(=O)oc2cc1OC)C(C)(C)O[C@@H]1O[C@H](CO)[C@@H](O)[C@H](O)[C@H]1O	-5%	16%	i	-2.0	20%	29%	0.5%	-6%	7%
O=C(Cn1cc(C(=O)c2ccco2)c2ccccc21)Nc1ccccc1	-9%	?	i	0.1	-14%&0%	-2%	5.0%&0.5%	-10%&-9%	6%
Cc1nnc2ccc(N3CCN(c4ccccn4)CC3)nn12	2%	-11%	i	0.5	0%	11%	9.6%	0%	0%
CCOC(=O)N1CCN(C(=O)c2ccc3c(=O)n(-c4ccc(OC)cc4OC)c(=S)[nH]c3c2)CC1	1%	-22%	i	1.1	7%	-4%	-0.7%	-17%	-9%
COc1ccc(CC(NC(C)=O)C(=O)NC2CCN(C(=O)C3CC3)CC2)cc1OC (centres undefined)	3%	9%	i	-2.6	-2%	9%	-0.1%	0%	7%
Cc1oc(/N=C/c2ccc(O)cc2O)c(C#N)c1C	-3%	7%	i	-0.5	2%	7%	3.0%	-1%	3%
CC(C)CCNC(=O)c1[nH]c(C(F)(F)F)nc1-c1ccccc1	/	/	i	0.5	-1%	5%	-0.3%	/	-1%

Bioassay records from PubChem.
